Compound activity from PubChem.
Pf apPOL inh – Pf-apPOL DNA polymerase inhibition; Recombinant Pf-apPOL, molecular beacon fluorescence, 1.5 h; inhibition, % at 10 µM; hit rate 0.25% among 210,000
mHTT-CaM PPI inh – mHTT-calmodulin interaction abrogation; P42858; AlphaScreen His-mHTT/GST-CaM binding, luminescence; inhibition, % at 15 µM; hit rate 3.6% among 190,000;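 note: 0% = both proteins with DMSO and 100% = one protein alone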
* = called active by the depositor; / = no result given; & = joins results of further samples. Cut-off read from the data, not from the text of the source: active = inhibition above about 50%; inactive = the rest.

SMILES	Pf apPOL inh	mHTT-CaM PPI inh
Cc1cc(C)c(NC(=O)C23CCC(C)(C(=O)O2)C3(C)C)c([N+](=O)[O-])c1 (configuration not stated)	2&-2	-6&8
COc1ccc(OC)c(CNC(=O)c2coc(=O)c3ccccc23)c1	-2	2
CCCCOc1ccc(-c2nc(C=Nc3cnc4cc(OC)ccc4c3)c(O)o2)cc1	-2	5
CSc1ccc(NC(=O)N2CC3CC2CC3NS(=O)(=O)c2ccccc2)cc1 (configuration not stated)	2	15
CCCCN1C(=O)c2ccc(C(=O)Nc3nccs3)cc2C1=O	-11	-3
COc1ccc(CN2CCCC2c2c(C)noc2C)cc1O (configuration not stated)	-10	5
c1ccc(CN2CCC(N3CCN(Cc4ccccn4)CC3)CC2)cc1	-8	-1
Cn1cc(CC(=O)Nc2ccc3c(c2)OCCO3)c2ccccc21	0	12
CN1CCN(c2c([N+](=O)[O-])c(=O)oc3ccccc23)CC1	-3	2
O=C(c1cc2c(s1)CCC(C(=O)N1CCCC1)C2)N1CCCCCC1 (configuration not stated)	0	0
Cc1cccc(N2C(=O)S/C(=C\c3ccccc3)C2=O)c1	8	-9
Cc1nc([N+](=O)[O-])cn1CCCOc1ccc(Cl)cc1	-21	/
NNC(=O)c1nccnc1N	1	/
Cc1ccc(-c2cn(CC(=O)N3CCN(c4ccc(C)cc4)CC3)c(=O)o2)cc1	-1	-4
COC(=O)C1=C(C)NC(C)=C(C(=O)OC)C1c1cccc(NC(=O)NCCCN2CCC(c3cccc(OC)c3)CC2)c1	2	/
CSc1ccccc1CN1CCC(CNC(=O)c2ccc3c(c2)OCO3)CC1	0	-4
O=C(COc1cccc(C(F)(F)F)c1)NCCn1ncccc1=O	-3	-12
Cc1ccc(Cl)cc1N(CC(=O)Nc1ccccc1C(=O)N1CCCC1)S(C)(=O)=O	-2	0
Cc1ccc(CCNC(=O)C2CC(=O)N(CCc3ccc(C)cc3)C2)cc1 (configuration not stated)	2	-5
CC(C)(C)S(=O)(=O)c1ccsc1S(C)(=O)=O	-6	-3&-4
CCCc1cc2c(=O)c(-c3ccc4c(c3)OCO4)c(C)oc2cc1OC	3&-87	0&-3
COc1ccc(-c2cn3ccn(-c4cc(C)cc(C)c4)c(=O)c3n2)cc1	-1	-1
COc1cccc(-c2ncnn2-c2sc3c(c2C#N)CCCCC3)c1OC	2	1
CCCOc1ccc(CNC(=O)c2cc3c(s2)CN(C2CC2)C3)cc1	-5	20
CCc1ccccc1NC(=O)C(Cc1ccccc1)N1C(=O)c2ccccc2C1=O (configuration not stated)	0	1

The list goes on, starting with the last 2 of the part before.
SMILES	Pf apPOL inh	mHTT-CaM PPI inh
CCCOc1ccc(CNC(=O)c2cc3c(s2)CN(C2CC2)C3)cc1	-5	20
CCc1ccccc1NC(=O)C(Cc1ccccc1)N1C(=O)c2ccccc2C1=O (configuration not stated)	0	1
COc1ccccc1N1CCN(C2CC(=O)N(c3ccc(Cl)c(Cl)c3)C2=O)CC1 (configuration not stated)	-4	4
NNc1nccc(Nc2ccccc2C(=O)O)n1	-4	100*
Cc1cc(C(=O)O)c2ccccc2n1	1	-6
COc1cccc(CCNC(=O)CC2Sc3ccccc3NC2=O)c1OC (configuration not stated)	-7	-1
O=S(=O)(Cc1ccccc1)N1CCN(Cc2nc(-c3ccco3)cs2)CC1	-3	23
CC(=O)NC(=Cc1cnc(-c2ccccc2)[nH]1)C(=O)O	8	/
CCC(=O)N1c2ccccc2-c2nnc(SC)nc2OC1c1ccc2c(c1)OCO2 (configuration not stated)	1&-9	17&2
NNC(=O)CNc1ccc(Cl)cc1Br	-2	2
COCCNC(=O)CCc1cn(Cc2ccc(C)cc2)c2ccccc12	-16	33
O=C(NCc1ccccc1)c1ccn2c(-c3cc(F)cc(F)c3)nnc2c1	-3	4
O=C(Nc1ccccc1C(=O)N1CCOCC1)c1ccccc1Cl	-7	0
CC(C)CC1=NN2C(=N)/C(=C/c3cccc(Cl)c3)C(=O)N=C2S1	-8	-1
O=C(NCc1csc2ccccc12)c1ccc(Cl)cc1	0	/
COc1ccc(C)cc1NC(=O)C1c2cc(OC)c(OC)cc2C(=O)N(C)C1c1cccnc1 (configuration not stated)	-9	5
CCCC[N+](C)(CCCC)CC(O)COc1ccc2ccccc2c1 (configuration not stated)	-2	10
Cc1ccc(CNC(=O)c2c(C)sc3ccn(C)c(=O)c23)cc1	4	10
CCCNC(=O)CN1CCN(C(=O)Nc2ccc(Cl)cc2)CC1=O	5	-2
Cc1nc(N2CCC(C(=O)NCc3ccccc3F)CC2)c2c(C)scc2n1	0	16
Oc1ccc(Cl)cc1-c1cc(C(F)(F)C(F)F)no1	/	-32
Cc1cccc(C(=O)N2N=C(c3ccc(Cl)cc3)CC2(O)C(F)(F)F)c1 (configuration not stated)	-7	89*
O=C(c1ccc(Cl)s1)N1CCN(c2nc(CN3CCOCC3)cs2)CC1	-6	-4
O=C1CN(Cc2ccco2)C2CS(=O)(=O)CC2N1c1ccc(Cl)cc1 (configuration not stated)	-8	-9
CCCCN(C(=O)C(=O)N(CCCC)C1CCS(=O)(=O)C1)C1CCS(=O)(=O)C1 (configuration not stated)	0	3
CSc1s[s+]c(SC)c1-c1ccccc1	5	/
CCCCS(=O)(=O)N1CCc2nc(-c3ccccc3)ncc2C1	0	-2

Next part
SMILES	Pf apPOL inh	mHTT-CaM PPI inh
Brc1ccc(-c2noc(-c3ccccc3Br)n2)cc1	-2	-15
CC1=C(C(=O)Nc2nc3ccccc3s2)C(c2ccccc2Cl)C2=C(CCCC2=O)N1 (configuration not stated)	3	-5
CCOc1ccc2nc(C(=O)NC(C)(C)C)cn2n1	-1	-2
CCOC(=O)C(C)Oc1ccc2c(=O)c(-c3ccc(Cl)cc3)coc2c1 (configuration not stated)	-6	0
COc1ccc(Br)cc1/C=C1/N=C(c2cc(C)ccc2[N+](=O)[O-])OC1=O	2	9
Cc1cc(C(=O)CNc2cccc([N+](=O)[O-])c2)ccc1F	-5	6
FC(F)(F)c1ccnc(Oc2ccc(C=NNC(=S)Nc3cc(Cl)ccc3Cl)cc2)n1	5	/
O=C(c1c(F)cccc1F)N1CCCC2(C1)NC(=O)N(Cc1cccc(Cl)c1)C2=O (configuration not stated)	-7	-3
O=C(NCc1ccc(OCc2ccccc2)cc1)C(=O)Nc1ccc(C(F)(F)F)cc1	-3	-3
Cn1nccc1C(=O)N1CCc2[nH]nc(-c3ccc(F)cc3)c2C1	-6	8
COc1cc(CN2CCN(c3ccccc3C)CC2)cc([N+](=O)[O-])c1O	-3	2
COc1ccc(-c2nnc(N3CCC(C(=O)NCc4cc(F)ccc4F)CC3)o2)cc1	-4	11
COc1ccc2c(c1)c(=O)c1ccccc1n2CC(=O)Nc1ccccn1	-1	2
Cc1ccc2[nH]c(=O)c(-c3nc(-c4ccc(C)c(C)c4)no3)c(O)c2c1	1	-10
CSc1ccc(C=C(C#N)C(N)=O)cc1	1	/
c1ccc(C2=NCCN=C2c2ccccc2)cc1	-1	/
COc1nn(-c2nc(-c3ccco3)cc(C(F)(F)F)n2)cc1[N+](=O)[O-]	0	-1
Cc1ccc([C@H]2C[C@H](O)[C@@H](n3cc(COC(=O)c4ccccc4)nn3)CN2Cc2cccs2)cc1	0	100*
CS(=O)(=O)N1CCC(N2CCOCC2)CC1	-5	-13
NC(=O)Cc1csc(NC(=O)Cc2csc(-n3cccc3)n2)n1	-9	-2
CCN1CCN(Cc2c(O)ccc3c(=O)c(Oc4cccc(C)c4)c(C(F)(F)F)oc23)CC1	7	24
CC1(C)Cc2ccccc2-c2nc(-c3ccccc3)oc(=O)c21	-2	-26
COc1cccc(NC(=O)C2CC(=O)N(Cc3ccc(F)cc3)C2)c1 (configuration not stated)	-4	0
O=C(Nc1ccc(Oc2ccccc2)cc1)c1ccc(F)c(S(=O)(=O)NC2CCCC2)c1	-2	16
O=C(O)c1cc(=O)[nH]c2ccccc12	-6	-5

(continued)
SMILES	Pf apPOL inh	mHTT-CaM PPI inh
Cc1cc(C)cc(N2CC(C(=O)Nc3ccccc3F)CC2=O)c1 (configuration not stated)	1	-4
CC(C)c1nc2ccccc2n1Cc1ccccc1	-5	-4
CCCn1c(N2CCCCC2)nc2c1c(=O)[nH]c(=O)n2C	-3	-8
Cc1cc(NC(=O)C2CCCN(c3ncnc4c3nc3n4CCCCC3)C2)no1 (configuration not stated)	1	0
O=c1oc2cc(O)ccc2cc1-c1csc(-c2ccc(Cl)cc2)n1	-4	-4
COCC(=O)N1CCCc2ccc(NC(=O)CN3C(=O)CCC3=O)cc21	-5	-15
Cc1c(C2CCN(C(=O)NC3CCCCC3)CC2)noc1N	-2	-7
COc1cccc(NC(=O)c2oc3ccc(S(=O)(=O)N4CCCCC4)cc3c2C)c1	-1	18
Cc1ccc(-c2csc(-c3cccn3CC(=O)NCCN3CCOCC3)n2)cc1	-7	0
COc1cccc(CNc2ccc(C)c(C)c2)c1	0	53*
CCN(CC)CCNC(=O)c1ccc(NC(C)=O)cc1	-3	/
CCN(C(=O)c1coc(=O)c2ccccc12)c1ccccc1F	-4	-6
COc1ccc(-c2cc3ncc(C)n3c(Nc3ncccc3C(N)=O)n2)cc1OC	5	/
O=C(Nc1ccc(S(=O)(=O)Nc2nccs2)cc1)c1c(F)cccc1F	0	4
O=c1c2ccccc2ncn1C1CCN(S(=O)(=O)c2ccc(F)c(F)c2)CC1	0	-8
COc1ccccc1NC(=O)N1CCC(CNC(=O)c2ccccc2Br)CC1	-7	-2
O=C1NC2=C(C(=O)N(CC3CCCO3)C2)C(c2ccc3c(c2)OCO3)N1 (configuration not stated)	3	-2
O=C(Cc1cccc(C(F)(F)F)c1)Nc1cccn2cnnc12	-4	-5
COc1ccc(CNC(=O)C2CCCN(c3cn[nH]c(=O)c3)C2)cc1OC (configuration not stated)	1	3
Cn1c(CNC(=O)C2CCC2)nc2c1CN(C(=O)NCc1ccccc1)CC2	-8	0
Clc1cccc(Sc2ccc(-c3ccccn3)s2)c1	0	/
COc1ccc(-c2nn(C)c(=O)c3ccccc23)cc1NC(=O)COc1cccc(C)c1	4	2

Compounds above that contain four or more nitrogen atoms (26):
SMILES	Pf apPOL inh	mHTT-CaM PPI inh
c1ccc(CN2CCC(N3CCN(Cc4ccccn4)CC3)CC2)cc1	-8	-1
NNC(=O)c1nccnc1N	1	/
COC(=O)C1=C(C)NC(C)=C(C(=O)OC)C1c1cccc(NC(=O)NCCCN2CCC(c3cccc(OC)c3)CC2)c1	2	/
COc1cccc(-c2ncnn2-c2sc3c(c2C#N)CCCCC3)c1OC	2	1
NNc1nccc(Nc2ccccc2C(=O)O)n1	-4	100*
CCC(=O)N1c2ccccc2-c2nnc(SC)nc2OC1c1ccc2c(c1)OCO2 (configuration not stated)	1&-9	17&2
O=C(NCc1ccccc1)c1ccn2c(-c3cc(F)cc(F)c3)nnc2c1	-3	4
CC(C)CC1=NN2C(=N)/C(=C/c3cccc(Cl)c3)C(=O)N=C2S1	-8	-1
CCCNC(=O)CN1CCN(C(=O)Nc2ccc(Cl)cc2)CC1=O	5	-2
Cc1nc(N2CCC(C(=O)NCc3ccccc3F)CC2)c2c(C)scc2n1	0	16
O=C(c1ccc(Cl)s1)N1CCN(c2nc(CN3CCOCC3)cs2)CC1	-6	-4
CCOc1ccc2nc(C(=O)NC(C)(C)C)cn2n1	-1	-2
FC(F)(F)c1ccnc(Oc2ccc(C=NNC(=S)Nc3cc(Cl)ccc3Cl)cc2)n1	5	/
Cn1nccc1C(=O)N1CCc2[nH]nc(-c3ccc(F)cc3)c2C1	-6	8
COc1ccc(-c2nnc(N3CCC(C(=O)NCc4cc(F)ccc4F)CC3)o2)cc1	-4	11
COc1nn(-c2nc(-c3ccco3)cc(C(F)(F)F)n2)cc1[N+](=O)[O-]	0	-1
Cc1ccc([C@H]2C[C@H](O)[C@@H](n3cc(COC(=O)c4ccccc4)nn3)CN2Cc2cccs2)cc1	0	100*
NC(=O)Cc1csc(NC(=O)Cc2csc(-n3cccc3)n2)n1	-9	-2
CCCn1c(N2CCCCC2)nc2c1c(=O)[nH]c(=O)n2C	-3	-8
Cc1cc(NC(=O)C2CCCN(c3ncnc4c3nc3n4CCCCC3)C2)no1 (configuration not stated)	1	0
Cc1c(C2CCN(C(=O)NC3CCCCC3)CC2)noc1N	-2	-7
Cc1ccc(-c2csc(-c3cccn3CC(=O)NCCN3CCOCC3)n2)cc1	-7	0
COc1ccc(-c2cc3ncc(C)n3c(Nc3ncccc3C(N)=O)n2)cc1OC	5	/
O=C(Cc1cccc(C(F)(F)F)c1)Nc1cccn2cnnc12	-4	-5
COc1ccc(CNC(=O)C2CCCN(c3cn[nH]c(=O)c3)C2)cc1OC (configuration not stated)	1	3
Cn1c(CNC(=O)C2CCC2)nc2c1CN(C(=O)NCc1ccccc1)CC2	-8	0

Not all compounds are listed (hit frequency here may not be typical).
